NTR1 ag – agonists of NTR1, primary screen, imaging, U2OS cells, beta-arrestin-GFP, high content (AID 493036); NTR1-U2OS beta-arrestin-GFP spot imaging, agonist mode; 330,000 tested, 0.17% active; activation, % at 20 µM;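 active = activation at or above 40% of the spot to cytoplasm intensity ratio, with at least 20 cells analyzed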;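 also: 0% = DMSO without peptide and 100% = 100 nM NTR1 peptide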
Target sequence (P30989 whole entry, looked up): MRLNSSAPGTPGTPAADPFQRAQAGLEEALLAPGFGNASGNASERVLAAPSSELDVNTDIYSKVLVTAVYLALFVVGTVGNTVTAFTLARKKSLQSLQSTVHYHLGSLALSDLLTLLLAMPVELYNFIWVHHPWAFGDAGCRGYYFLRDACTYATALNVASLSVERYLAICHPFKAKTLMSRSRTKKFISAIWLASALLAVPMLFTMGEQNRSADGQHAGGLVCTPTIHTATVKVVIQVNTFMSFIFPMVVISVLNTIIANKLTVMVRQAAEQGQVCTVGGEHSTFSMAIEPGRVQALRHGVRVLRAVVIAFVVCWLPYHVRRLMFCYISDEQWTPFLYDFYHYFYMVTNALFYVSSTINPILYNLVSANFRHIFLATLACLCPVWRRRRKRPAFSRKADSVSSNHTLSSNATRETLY
GPR35 antagonists – GPR35 antagonists blocking zaprinast-driven arrestin recruitment, primary screen, imaging, U2OS, beta-arrestin-GFP, zaprinast agonist (AID 2058). U2OS GPR35 beta-arrestin-GFP translocation imaging, zaprinast antagonism; higher % means a stronger effect. inhibition, % at 10 µM; hits with a dose series show IC50 in µM. 290,000 tested, 0.052% active;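 active = inhibition of at least 50% with at least 30 cells and total cytoplasm GFP at most 10,000,000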
Myeloid diff 2 – induction of myeloid progenitor differentiation, primary screen, cell-based, flow cytometry, MLPCN library; ER-HoxA9 myeloid progenitors, lysozyme-GFP differentiation; calls only at 10 µM; 360,000 tested, 1% active;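 active = normalized GFP-positive differentiation at or above the plate's own cutoff, the solvent-only control mean plus 3 SD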;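 also: cells exposed to compound for four days before flow analysis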
HIV peptide binding – inhibitors of HIV fusion peptide binding, primary screen, biochemical, uHTS, fluorescence dequenching (AID 1986); 290,000 tested, 0.3% active; inhibition, % at 20 µM; hits with a dose series show IC50 in µM; cell-free peptide binding, fluorescence dequenching, 30 min; higher % means a stronger effect; in the data active = inhibition mostly above about 52%, no sharp cut-off; inactive = mostly below about 76%; also: some results filed as inactive read as strong as hits
GPR55 antagonists – GPR55 antagonists blocking LPI-driven arrestin recruitment, primary screen, imaging, U2OS, beta-arrestin-GFP, LPI agonist (AID 2013). U2OS GPR55 beta-arrestin-GFP translocation imaging, LPI antagonism; higher % means a stronger effect. G-protein coupled receptor 55 (Homo sapiens). 290,000 tested, 0.13% active. inhibition, % at 10 µM; hits with a dose series show IC50 in µM;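 active = spots per cell inhibited over 60%, with over 100 cells counted and total cytoplasm intensity under 500,000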;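 also: U2OS cells stably carrying GPR55 and arrestin-GFP stimulated by 5 µM LPI near EC80; imaged beta-arrestin-GFP aggregate spots per cell after agonist stimulation; plate controls were LPI-stimulated DMSO wells for no effect and DMSO wells without LPI for full effect; some results filed as inactive read as strong as hits; confirmed hits need IC50 under 10 µM and bright autofluorescent wells are also inconclusive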
Rac1 GTP hydrolysis – MgcRacGAP GTPase-activating activity inhibitors, confirmation, biochemical, ADP Hunter fluorescence; AID 624330, 2012; MgcRacGAP-stimulated Rac1 GTP hydrolysis, ADP Hunter fluorescence; higher % means a stronger effect; GST-tagged Rac1 F28L mutant substrate; one-dose inhibition, % at 30 µM; IC50 in µM for titrated hits; Rac GTPase-activating protein 1 (Homo sapiens); 340,000 tested, 0.6% active;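 active = first-screen hits whose inhibition reached a set limit at any dose in the follow-up dose series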;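 also: fluorescence reports GDP produced by GAP-driven GTP hydrolysis; strong numbers were not always called active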
Siah-1 displacement – Siah-1 peptide-binding antagonists, primary screen, biochemical, fluorescence polarization, rhodamine-plectin, uHTS (AID 1817); E3 ubiquitin-protein ligase SIAH1 (Homo sapiens); one-dose displacement, % at 20 µM; IC50 in µM for titrated hits; Siah-1 / rhodamine-plectin peptide fluorescence polarization; higher % means a stronger effect; 290,000 tested, 0.02% active;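 active = displacement of at least 50% at 20 µM, with a fluorescence ratio check between 0.3 and a set limit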;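 also: plate controls were Siah plus tracer with DMSO for no effect and tracer alone without Siah for full effect; strong numbers were not always called active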
Salmonella PhoP GFP – inhibitors of PhoP regulon expression, primary screen, Salmonella Typhimurium, GFP reporter (AID 1863); inhibition, % at 50 µM; hits with a dose series show IC50 in µM; S. Typhimurium PhoP-regulated promoter GFP reporter, 4 h; higher % means a stronger effect; 300,000 tested, 0.16% active;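 active = inhibition over 29.93%, a cutoff 3 SD above the screen mean, later confirmed by dose response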;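 also: 0% = low Mg2+ inducing control and 100% = high Mg2+ repressing control; strong numbers were not always called active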
LYP inhibition – inhibitors of LYP phosphatase, biochemical, fluorescence intensity, uHTS (AID 1779). Tyrosine-protein phosphatase non-receptor type 22 (Homo sapiens). recombinant LYP phosphatase, fluorescence intensity; higher % means a stronger effect. inhibition, % at 11.5 µM, or IC50 in µM where a hit was titrated. 290,000 tested, 0.054% active; in the data active = inhibition above about 50%;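 also: plate controls were vehicle with enzyme for no effect and no enzyme for full effect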
NTR1 ag cell count 20 µM – also measured in NTR1 ag; calls as there; cell count; measured here: cell count, cytotoxicity flag
Myeloid diff 2 GFP+ MAC1+ % – also measured in Myeloid diff 2; calls as there; GFP+ MAC1+ double positive, %; measured here: differentiation confirmed by MAC1 staining
An asterisk follows results filed as active; i = inactive; nt = not tested or not shown. Compounds as they come (roughly 2.4% active in at least one column).

molecule | NTR1 ag | NTR1 ag cell count 20 µM | GPR35 antagonists | Myeloid diff 2 | Myeloid diff 2 GFP+ MAC1+ % | HIV peptide binding | GPR55 antagonists | Rac1 GTP hydrolysis | Siah-1 displacement | Salmonella PhoP GFP | LYP inhibition
O=C(NCc1nc2ccccc2[nH]1)C1=C[C@@H](c2ccccc2)C[C@@H](OCCCCO)O1 | -1.6 | 51 | 12% | i | 1.7 | 13% | 8% | 6% | -4% | 4% | -5%
O=C(NCc1ccccn1)c1nc(Cn2ccc([N+](=O)[O-])n2)no1 | 0.7 | 47 | -8% | i | 0.8 | 1.3% | -2% | 5% | 10% | 2% | -11%
CN1CCN(C(=S)NC(=O)c2cccc(S(=O)(=O)N(C)C)c2)CC1 | 0.6 | 60 | -5% | i | 0.1 | -1.0% | -8% | 2% | 12% | -1% | 0%
CCc1ccc(NC(=S)NCc2ccccc2)cc1 | 1.1 | 56 | -7% | i | 0.5 | 1.0% | 7% | 14% | 0% | 3% | 4%
Cc1nc2cc(C(=O)OCC(=O)Nc3ccc(C#N)cc3)ccc2n1-c1ccccc1 | -1.4 | 68 | 2% | i | 0.5 | -1.0% | 6% | 4% | -2% | 2% | 0%
O=[N+]([O-])c1ccc2c(c1Nc1ccccc1Cl)=NC1(CCCCC1)N=2 | 12 | 35 | 0% | i | 0.3 | 5.2% | 1% | nt | -10% | -1% | -6%
CC(NC(=O)OC(C)(C)C)C(=O)NC(CCC(=O)OCc1ccccc1)C(N)=O (configuration not stated) | 0.4 | 85 | 0% | i | 0.5 | 0.6% | -9% | 7% | 2% | 3% | -4%
Cc1ccc(C(=O)COC(=O)c2cc(Cl)nc3ccccc23)cc1 | 4.7 | 88 | -16% | i | 2.1 | 2.0% | 1% | 9% | -1% | -7% | -1%
NS(=O)(=O)c1ccc(NC(=O)NC2CCCCC2)cc1 | 0.4 | 62 | 9% | i | 1.2 | -1.1% | 2% | 11% | 0% | -8% | -1%
COc1ccc(CCC(=O)NCCS(=O)(=O)N2CCN(c3ccc(F)cc3)CC2)cc1 | 0.4 | 53 | nt | i | 1.0 | nt | nt | 4% | nt | -1% | nt
COc1ccccc1C(=O)Nc1c2c(nn1-c1ccc([N+](=O)[O-])cc1)CS(=O)(=O)C2 | 3.8 | 60 | 16% | i | 0.9 | -0.9% | 4% | 6% | 1% | 0% | -8%
O=C(Nc1ccc(F)cc1)C(Cc1ccccc1)n1cccc1 (configuration not stated) | 0.0 | 71 | -10% | i | 0.0 | 0.4% | -9% | -20% | 0% | 0% | -6%
CC(=O)Nc1nnc(SCC(=O)NCC2CCCO2)s1 (configuration not stated) | -0.3 | 41 | -3% | i | 1.4 | 5.5% | -8% | 1% | 0% | 3% | -10%
COc1ccccc1N1CCN(C2CCCN(C(=O)c3ccsc3)C2)CC1 (configuration not stated) | 0.3 | 43 | 2% | i | 4.4 | -1.2% | -2% | 9% | -3% | 0% | -7%
CCOC(=O)c1c(-c2ccccc2)csc1NC(=O)c1cccc(N2C(=O)CCC2=O)c1 | 11 | 53 | -10% | i | 1.3 | 0.2% | 12% | 8% | -1% | 3% | 9%

(more compounds)
molecule | NTR1 ag | NTR1 ag cell count 20 µM | GPR35 antagonists | Myeloid diff 2 | Myeloid diff 2 GFP+ MAC1+ % | HIV peptide binding | GPR55 antagonists | Rac1 GTP hydrolysis | Siah-1 displacement | Salmonella PhoP GFP | LYP inhibition
O=C(Nc1nc2c(Cl)cccc2s1)c1ccc(Br)o1 | 3.0 | 69 | 7% | i | 4.3 | 2.6% | 20% | 6% | 0% | -10% | -2%
CC/C(=N\NC(=O)c1c(C)nc2ccccn12)c1ccccc1 | -0.4 | 48 | 7% | i | 0.5 | 0.2% | -6% | -2% | -4% | -3% | -2%
COc1ccc(S(=O)(=O)N2CCN(Cc3cccc(OC)c3)CC2)cc1 | -0.6 | 53 | 24% | i | 0.9 | 0.4% | -3% | 1% | -2% | 3% | -10%
Nc1c(-c2ccccc2)cnn1-c1ccc(C(=O)O)cc1 | -0.9 | 60 | 4% | i | 7.0 | -2.9% | 12% | 4% | -4% | -7% | 0%
CCNc1nc(SCC(N)=O)nc2sc3c(c12)CCN(C)C3 | -1.3 | 89 | -11% | i | 1.5 | 25% | 6% | nt | -2% | nt | 1%
CCCc1nc2c(C)ccc(C)c2c(N)c1CC | 0.8 | 49 | -7% | i | 0.5 | 1.8% | 3% | 19% | 2% | 8% | 3%
CCOc1ccc(Oc2cc(N)cc([N+](=O)[O-])c2)cc1 | 0.7 | 78 | -4% | i | 0.3 | 0.2% | 0% | 2% | 8% | -2% | 0%
Cc1cccc(N(CC(=O)NC2CCCC2)C(=O)CCCC(=O)Nc2ccccn2)c1 | 0.5 | 45 | -5% | i | 0.6 | 1.3% | -5% | 12% | 3% | 6% | 0%
Cc1noc(C)c1CS(=O)(=O)c1ccc(Br)cc1 | -0.2 | 41 | 2% | nt | nt | 1.2% | 21% | 4% | -1% | 11% | 0%
Cc1nnc(NC(=O)CSc2nnc(C(C)NC(=O)c3ccccc3F)n2C)s1 (configuration not stated) | -2.9 | 53 | 2% | i | 0.4 | -0.5% | 1% | 7% | 1% | -6% | -7%
Cc1cc(C)c(S(=O)(=O)N2C=CC(C(F)(F)F)=NCC2)c(C)c1 | 0.1 | 83 | 3% | i | 1.4 | -1.2% | -6% | 6% | -4% | 6% | 0%
CC(C)Oc1ccc(CN2CCC(n3nccc3NC(=O)c3cccnc3)CC2)cc1 | -0.3 | 78 | 3% | i | 2.9 | 1.0% | 6% | 13% | -3% | -7% | -3%
CCCc1c(C(=O)N/N=C/c2ccccc2OCc2ccc(F)cc2)nnn1-c1nonc1N | -0.8 | 59 | -10% | i | 1.1 | 1.0% | 1% | 9% | 12% | -1% | -6%
CCOC(=O)c1ccc(S(=O)(=O)N2CCN(c3ccccn3)CC2)cc1 | 2.3 | 40 | -6% | i | 0.3 | -0.3% | -2% | 2% | 3% | -10% | 0%
CC1=CC(C)(C)N2C(=O)C3(NCCc4c3[nH]c3ccccc43)c3cccc1c32 (configuration not stated) | 0.0 | 59 | 4% | i | 0.2 | 0.0% | 18% | 2% | -1% | -6% | 0%

(continued)
molecule | NTR1 ag | NTR1 ag cell count 20 µM | GPR35 antagonists | Myeloid diff 2 | Myeloid diff 2 GFP+ MAC1+ % | HIV peptide binding | GPR55 antagonists | Rac1 GTP hydrolysis | Siah-1 displacement | Salmonella PhoP GFP | LYP inhibition
CC(=O)N1CCN(C2=NC(=O)C(=C3CCCCC3)S2)CC1 | -1.1 | 61 | 1% | i | 0.8 | 2.9% | 3% | 6% | 6% | 1% | -1%
CCn1c(SCC(=O)Nc2nc3c(s2)CCCC3)nnc1-c1ccccc1 | 5.8 | 87 | -4% | i | 5.1 | -1.0% | -9% | 9% | -1% | 10% | 4%
Cc1ccc2[nH]c(=O)c(CNC(C)(C)C)cc2c1 | 1.5 | 44 | 30% | i | 1.2 | -0.8% | 3% | -1% | -3% | -1% | -3%
CCOC(=O)Cc1csc(NC(=S)NC(=O)c2ccc(Cl)cc2)n1 | 8.8 | 48 | 20% | i | 0.7 | 19% | 2% | 1% | 2% | -1% | 0%
O=C(NCCC1CCCCN1S(=O)(=O)c1cccs1)C(=O)NCc1ccccc1 (configuration not stated) | 0.3 | 59 | nt | i | 1.1 | nt | nt | 4% | nt | 2% | nt
O=C(COc1ccccc1Cl)Nc1ccc2c(c1)OCCO2 | 1.2 | 31 | -17% | i | 0.4 | 0.2% | 8% | 12% | 2% | -1% | -6%
COCCNC(=O)C(=O)NNC(=O)CCc1ccccc1 | 0.5 | 46 | 1% | i | 0.5 | 5.0% | -5% | 8% | 2% | nt | -9%
Cc1cccc(OCc2ccc(C(=O)N3CCOCC3)o2)c1 | 0.9 | 49 | -16% | i | 0.9 | 1.2% | -2% | 6% | -6% | 2% | -9%
Cc1cccc(NC(=O)c2cc3c([nH]c4ccccc43)c(C)n2)c1C | 4.6 | 67 | 4% | i | 0.7 | -0.7% | -6% | 2% | 0% | -11% | 1%
O=C(N=C1SC2CS(=O)(=O)CC2N1c1cccc(Cl)c1Cl)C1CC1 (configuration not stated) | 0.6 | 51 | 1% | i | 1.6 | 0.4% | 11% | 9% | -3% | -5% | -3%
CCOc1ccc(CCNC(=O)c2ccccc2OCc2c(C)noc2C)cc1OCC | 1.0 | 61 | nt | i | 0.4 | nt | nt | 7% | nt | 1% | nt
Cc1ccccc1C(=O)NNC(=S)NC(=O)c1cccs1 | 2.6 | 58 | -6% | i | 5.7 | 4.3% | 14% | 15% | -4% | -10% | -5%
Cc1csc(-c2coc3cc(O)cc(C)c3c2=O)n1 | -1.6 | 50 | 11% | i | 6.4 | 0.4% | -2% | 19% | 5% | -2% | -3%
CCCCNS(=O)(=O)c1ccc2nc(-c3cccnc3)cc(C(=O)NCCCOCC)c2c1 | -1.6 | 57 | 7% | nt | nt | 4.2% | -10% | nt | -4% | -8% | -8%
COc1cccc(-c2noc(C3CCCN(C(=O)c4ccc(F)cc4F)C3)n2)c1 (configuration not stated) | -0.1 | 68 | -10% | i | 0.4 | -0.8% | 2% | 9% | 11% | -3% | -8%
Cc1nn(CCCC(=O)NCCc2ccc(Cl)cc2)c(=O)c2nn(-c3ccccc3)c(C)c12 | 0.6 | 49 | -11% | i | 0.2 | 3.0% | 6% | 11% | 4% | -2% | -6%
Cc1ccc(CCNC(=O)C2CCN(S(=O)(=O)c3ccc4c(c3)CCC(=O)N4)CC2)cc1 | 0.4 | 52 | 14% | i | 4.1 | 1.5% | -2% | -1% | -6% | -3% | -6%
Nn1c(SC/C=C/c2ccccc2)nnc1-c1cccnc1 | 0.5 | 82 | -1% | i | 0.5 | -0.6% | -4% | 9% | -5% | 6% | -5%

Part of the list above in order of length of the SMILES, rising:
molecule | NTR1 ag | NTR1 ag cell count 20 µM | GPR35 antagonists | Myeloid diff 2 | Myeloid diff 2 GFP+ MAC1+ % | HIV peptide binding | GPR55 antagonists | Rac1 GTP hydrolysis | Siah-1 displacement | Salmonella PhoP GFP | LYP inhibition
Cc1csc(-c2coc3cc(O)cc(C)c3c2=O)n1 | -1.6 | 50 | 11% | i | 6.4 | 0.4% | -2% | 19% | 5% | -2% | -3%
Cc1ccccc1C(=O)NNC(=S)NC(=O)c1cccs1 | 2.6 | 58 | -6% | i | 5.7 | 4.3% | 14% | 15% | -4% | -10% | -5%
CC(=O)N1CCN(C2=NC(=O)C(=C3CCCCC3)S2)CC1 | -1.1 | 61 | 1% | i | 0.8 | 2.9% | 3% | 6% | 6% | 1% | -1%
